HePTP inh: human HePTP phosphatase inhibition; recombinant HePTP phosphatase activity, OD absorbance; 110,000 compounds, 0.64% hits; AID 521; inhibition, % at 20 µM; in the data active = inhibition above about 50%;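 note: plate controls were vehicle for no effect and reference inhibitor for full effect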
BAP1 inh: blocks human BAP1 ubiquitin-AMC hydrolysis. Q92560. recombinant BAP1, Ub-AMC hydrolysis fluorescence kinetic; active compounds read low. activity remaining (% of control), % at 20 µM. 72,000 compounds, 0.48% hits. AID 436;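 active = activity remaining at or below 50% of control, provided the compound also passes the data quality filters; inactive = the rest, including low values that fail the filters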;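 note: 100% = DMSO wells rate and 0% = substrate alone blank rate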
Target sequence (Q92560 whole entry, looked up): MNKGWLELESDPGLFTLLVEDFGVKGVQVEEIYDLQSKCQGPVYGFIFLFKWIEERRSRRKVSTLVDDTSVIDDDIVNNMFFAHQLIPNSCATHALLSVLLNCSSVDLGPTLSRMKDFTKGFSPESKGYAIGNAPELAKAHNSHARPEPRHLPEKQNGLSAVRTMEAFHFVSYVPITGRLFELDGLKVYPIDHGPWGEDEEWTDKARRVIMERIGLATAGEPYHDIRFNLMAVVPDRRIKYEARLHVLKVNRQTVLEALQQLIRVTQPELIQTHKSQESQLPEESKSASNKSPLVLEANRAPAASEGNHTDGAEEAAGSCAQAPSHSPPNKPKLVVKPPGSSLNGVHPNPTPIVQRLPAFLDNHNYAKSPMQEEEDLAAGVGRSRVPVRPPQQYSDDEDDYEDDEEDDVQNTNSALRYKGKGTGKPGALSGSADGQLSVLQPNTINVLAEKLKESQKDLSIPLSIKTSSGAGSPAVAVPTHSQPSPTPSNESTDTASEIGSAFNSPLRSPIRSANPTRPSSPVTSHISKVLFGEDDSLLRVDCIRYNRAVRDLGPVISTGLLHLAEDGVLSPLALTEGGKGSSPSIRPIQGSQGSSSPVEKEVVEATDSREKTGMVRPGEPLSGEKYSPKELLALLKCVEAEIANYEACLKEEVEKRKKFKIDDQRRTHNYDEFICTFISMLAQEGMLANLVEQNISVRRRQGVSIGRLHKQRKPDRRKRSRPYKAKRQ
Starred values were filed as active, the others as inactive; . = not tested or not shown; & = joins results of further samples.

SMILES | HePTP inh | BAP1 inh
N=C1C=CC=C2C1=NC1(CCCCC1)N2O | 1 | 91
O=C(NCCc1ccc(Cl)cc1)C1CCCN(S(=O)(=O)c2cnc[nH]2)C1 (configuration not stated) | 6 | 99
CCCCn1cnc2cc(NCc3cccc(OC)c3O)ccc21 | 8 | 114
O=C(Cc1ccc(F)cc1)OCC(=O)c1cc2ccccc2o1 | 4 | 96
CCOc1ccc(N(CC(=O)NC(C)(C)C)C(=O)c2ccco2)cc1 | 0 | 104
CC(C(=O)Nc1ccc(N2CCOCC2)cc1)N1C(=O)c2ccccc2C1=O (configuration not stated) | -6 | 111
CCN1C=C(C(=O)OC)C(c2cccc(C)c2)C(C(=O)OC)=C1 | 1 | .
NC1=NC(c2cccc(O)c2)n2c(nc3ccccc32)N1 (configuration not stated) | 11 | 101
COc1cc(NS(=O)(=O)c2ccc(NC(=O)c3ccccc3OC)cc2)nc(OC)n1 | . | 69
O=C(Cc1cccs1)Nc1cccc(C(F)(F)F)c1 | 28 | .
CCOC(=O)N1CCN(S(=O)(=O)c2ccc3c(c2)OCC(=O)N3)CC1 | 2 | 80
N#Cc1c(N)nc(SCC(=O)c2cc3ccccc3oc2=O)c(C#N)c1-c1cccs1 | . | 64
O=[N+]([O-])c1ccccc1CSc1nnnn1-c1ccccc1 | -3 | .
N#Cc1c(NCc2ccccc2)ccnc1SCc1ccccc1 | -2 | .
O=C(OCc1nc2ccccc2s1)c1cccs1 | -2 | 58
Cc1ccc(C(=O)Nc2cc(C)on2)cc1 | -9 | .
COc1ccc(NC(=O)c2cccnc2N2CCCCC2)cc1 | 1 | 96
COc1ccccc1C(=O)Nc1cccc(NC(C)=O)c1 | 8 | 93
O=C(O)C1Nc2ccc3ccccc3c2C2C=CCC12 (configuration not stated) | 102* | .
Cc1cc(=O)oc2ccc(OCC(=O)Nc3ccc(S(=O)(=O)O)cc3)cc12 | 6 | .
CCCOc1ccc(C(=O)Nc2cc(-c3nn4c(C)nnc4s3)ccc2C)cc1 | 4 | 86
C/C(O)=C/c1nc2ccccc2nc1/C=C(/C)O | -8 | .
CCc1nnc(NC(=O)c2ccc(N3C(=O)CCC3=O)cc2)s1 | -11 | 98
NS(=O)(=O)c1cc2c(cc1C(F)(F)F)NCNS2(=O)=O | . | 129
O=C(CSc1nc2ccc(N3C(=O)c4ccccc4C3=O)cc2s1)NCc1ccco1 | 5 | .
Nc1ccc(C=Cc2nc3ccc(N)cc3[nH]2)cc1 | . | 88
CCSc1nc2c(c(=O)[nH]1)C(c1ccncc1)C(C(=O)OC)=C(C)N2 (configuration not stated) | 7 | 102
Cc1ccc2nc(-c3cc(Cl)c(N)c(Cl)c3)sc2c1 | -15 | .
C=COCCNC(=O)C(=O)Nc1ccccc1OCC | 2 | .
O=C(Nc1cc([N+](=O)[O-])ccc1C(=O)N1CCC(Cc2ccccc2)CC1)c1cccs1 | -10 | .

An excerpt from above in order of formula weight, highest first:
SMILES | HePTP inh | BAP1 inh
O=C(Nc1cc([N+](=O)[O-])ccc1C(=O)N1CCC(Cc2ccccc2)CC1)c1cccs1 | -10 | .
COc1cc(NS(=O)(=O)c2ccc(NC(=O)c3ccccc3OC)cc2)nc(OC)n1 | . | 69
O=C(NCCc1ccc(Cl)cc1)C1CCCN(S(=O)(=O)c2cnc[nH]2)C1 (configuration not stated) | 6 | 99
Cc1cc(=O)oc2ccc(OCC(=O)Nc3ccc(S(=O)(=O)O)cc3)cc12 | 6 | .
CC(C(=O)Nc1ccc(N2CCOCC2)cc1)N1C(=O)c2ccccc2C1=O (configuration not stated) | -6 | 111
CCOC(=O)N1CCN(S(=O)(=O)c2ccc3c(c2)OCC(=O)N3)CC1 | 2 | 80
CCSc1nc2c(c(=O)[nH]1)C(c1ccncc1)C(C(=O)OC)=C(C)N2 (configuration not stated) | 7 | 102
CCOc1ccc(N(CC(=O)NC(C)(C)C)C(=O)c2ccco2)cc1 | 0 | 104
N#Cc1c(NCc2ccccc2)ccnc1SCc1ccccc1 | -2 | .
CCc1nnc(NC(=O)c2ccc(N3C(=O)CCC3=O)cc2)s1 | -11 | 98
CCCCn1cnc2cc(NCc3cccc(OC)c3O)ccc21 | 8 | 114
CCN1C=C(C(=O)OC)C(c2cccc(C)c2)C(C(=O)OC)=C1 | 1 | .
O=C(Cc1ccc(F)cc1)OCC(=O)c1cc2ccccc2o1 | 4 | 96
COc1ccc(NC(=O)c2cccnc2N2CCCCC2)cc1 | 1 | 96
O=C(Cc1cccs1)Nc1cccc(C(F)(F)F)c1 | 28 | .
COc1ccccc1C(=O)Nc1cccc(NC(C)=O)c1 | 8 | 93
NC1=NC(c2cccc(O)c2)n2c(nc3ccccc32)N1 (configuration not stated) | 11 | 101
C=COCCNC(=O)C(=O)Nc1ccccc1OCC | 2 | .
O=C(OCc1nc2ccccc2s1)c1cccs1 | -2 | 58
Nc1ccc(C=Cc2nc3ccc(N)cc3[nH]2)cc1 | . | 88
C/C(O)=C/c1nc2ccccc2nc1/C=C(/C)O | -8 | .
N=C1C=CC=C2C1=NC1(CCCCC1)N2O | 1 | 91

Next section
SMILES | HePTP inh | BAP1 inh
Cc1ccc2c(c1)C(N1CCN(C)CC1)=Nc1cccnc1N2 | . | 99
CCOC(=O)C1CCN(c2c(NCCCN3CCN(Cc4ccccc4)CC3)c(=O)c2=O)CC1 | -10 | 100
CC1=Nn2c(nnc2-c2n[nH]c3c2CCC3)SC1 | 4 | 65
O=C(Nc1ccc(-c2nc3ccccc3o2)c(O)c1)c1cccc(OCc2ccccc2)c1 | 0 | .
Cc1sc2ncnc(SC(C)C#N)c2c1C (configuration not stated) | -6 | 98
N#CCCN(C(=O)Nc1ccc(Cl)cc1)c1ccccc1 | -7 | 123
COc1ccc(NC(=O)c2cc3n(n2)C(C(F)(F)F)CC(c2ccco2)N3)cc1 (configuration not stated) | 8 | 108
COc1ccc(S(=O)(=O)Nc2ccccc2C(F)(F)F)cc1 | 10&6 | 91
CCCCCCSc1nc2c(c(=O)[nH]c(=O)n2C)n1C | 7 | 93
C=CCc1ccccc1OCC(O)CN1CCN(c2ccc(OC)cc2)CC1 (configuration not stated) | 10 | 88
CCOc1ccc2ccccc2c1C(=O)N1CCOCC1 | 6 | 65
CN1C(=O)/C(=C/c2ccc3c(c2)OCO3)SC1=S | -4 | .
CCCCNc1cc(C)nc(NCc2ccccc2)n1 | 9 | 78
Cc1cccc(-n2cnc3c(c2=O)c2nc4ccccc4nc2n3Cc2ccco2)c1 | 1 | .
COc1cc(OC)cc(C(=O)Nc2c3c(nn2-c2ccc(C)cc2C)CSC3)c1 | . | 118
COc1cc(CC(=O)N2CCc3ccccc32)cc(OC)c1OC | 3 | 116
CC(C)=CC(=O)OCC(=O)NC(=O)NC(C)(C)C | 3 | 98
CC(=O)n1cnc(-c2ccc(N)c([N+](=O)[O-])c2)c1 | 3 | .
CCOC(=O)C1=C(O)/C(=C/c2ccc(Br)cc2)SC1=Nc1ccccc1 | 6 | .
COc1cc(C)nc(NC(=O)COc2ccc(Cl)cc2C)n1 | -2 | 72
Nc1nc(-c2ccccc2)cc(-c2ccccc2O)n1 | -15 | 81
O=C1N=c2ccc([N+](=O)[O-])cc2=C1c1sc(NS(=O)(=O)c2ccccc2)nc1O | 8 | .
CCOc1ccc(N2C(=O)CC(Sc3nc4ccc(OCC)cc4s3)C2=O)cc1 (configuration not stated) | 4 | .
COc1ccccc1C1SCCN1S(C)(=O)=O (configuration not stated) | -7 | 98
O=C(Nc1ccccc1C(=O)Nc1ccccn1)c1ccco1 | 9 | .
CC(C)(C)c1ccc(C(=O)N2N=C(c3cccnc3)CC2(O)C(F)(F)F)cc1 (configuration not stated) | 4 | .
CCn1c(C)nc2c(Br)c(O)ccc21 | -3 | .
O=c1c(-c2ccccc2)n[nH]c2ccccc12 | -6 | 76
COc1cc(OC)c(C=Nc2ccccc2C(=O)Nc2ccccc2)cc1Br | -1 | .
COC(=O)C1=C(O)/C(=C/c2ccc(OCC(=O)Nc3ccccc3)cc2)N=C1C | -10 | .

Next part:
SMILES | HePTP inh | BAP1 inh
O=C(O)COc1ccc(/C=N/NC(=O)C(O)(c2ccccc2)c2ccccc2)cc1 | -8 | .
COc1cc(C(=O)n2nc(C)c(Sc3ccccc3)c2C)cc(OC)c1OC | 4 | .
CCOC(=O)c1c(C)c(C(=O)Nc2ccc3c(c2)OCCO3)c(C)n1C | 3 | 96
Cc1cc(C)nc(SCC(=O)Nc2nnc(-c3ccccc3)s2)n1 | 3 | .
CCn1c(Cc2ccccc2)nnc1SCc1nc2ccccc2c(=O)[nH]1 | 3 | 58
CC(=O)Cn1c(N2CCC(Cc3ccccc3)CC2)nc2c1c(=O)[nH]c(=O)n2C | 1 | 99
COc1ccc(OC)c(NC(=O)c2cc(Cl)ccc2[N+](=O)[O-])c1 | . | 90
COc1ccc(NC(=O)NCCCN2CCc3ccccc3C2)cc1 | -1 | 88
CCOC(=O)C1CCN(C(=O)Nc2cccc(Cl)c2)CC1 | 3 | .
CCCCOc1ccc(S(=O)(=O)N(Cc2ccccc2)Cc2ccccc2)cc1 | -5 | .
CCC(Oc1ccccc1)C(=O)Nc1ccccn1 (configuration not stated) | 3 | 96
Cc1[nH]c2ccccc2c1SCC(=O)O | 0 | .
COc1ccc2c(c1OC)C(=O)OC2C1c2c(cc3c(c2OC)OCO3)CCN1C (configuration not stated) | 3&5 | 136&84
Cc1c(NC(=O)CSc2nnc(-c3cccc(F)c3)n2-c2ccccc2)c(=O)n(-c2ccccc2)n1C | 5 | .
Cc1ccc(-n2[nH]c(C)c(/C=N/NC(=O)c3cccc([N+](=O)[O-])c3)c2=O)cc1C | -2 | .
CC(C)(C)c1nnc(NC(=O)Nc2ccc(Cl)cc2)s1 | 8 | .
O=C(NCCCn1ccnc1)c1cnn2c1NC(c1ccccc1)CC2C(F)(F)F (configuration not stated) | -6 | 110
Cn1ccnc1SCC(=O)NC1CCCCC1 | 4 | .
O=C(c1ccccc1)c1ccc(OC(=O)N2CCOCC2)cc1 | 2 | 96
CC(C)c1ccccc1NC(=O)c1sc2ccccc2c1Cl | 0 | .
CCCn1c2c(c(O)c(C(=O)Nc3nccs3)c1=O)CCCC2 | -4 | 103
COc1ccc(/C=C(\C#N)C(=O)O)cc1 | -5 | .
O=C(NNC1=C(C(=O)C(F)(F)F)CCC1)c1cccc(Cl)c1 | -14 | .
CCCC1=C(C(=O)OCC)C(c2ccccc2Cl)NC(=O)N1 (configuration not stated) | 1 | .
COc1ccccc1NC(=O)c1ccc(S(=O)(=O)N(C)C)cc1 | 0 | 99
CCCC(=O)Nc1ccc(NC(=O)c2ccc(Br)cc2)cc1 | -2 | .
O=C(Nc1nc2ccc([N+](=O)[O-])cc2s1)c1ccc(C(=O)c2ccccc2)cc1 | . | 78
O=C(c1ccco1)N1CCN(C(c2ccc(F)cc2)c2nnnn2Cc2cccs2)CC1 (configuration not stated) | 5 | 86
Cc1ccc(-c2cc(C(=O)Nc3c(C)cccc3C)c3ccccc3n2)s1 | 5 | .
Cc1cccc(NC(=O)CSc2nnc(-c3ccco3)o2)c1C | 6 | 94

Record cards, as listed above. Order of values: HePTP inh, BAP1 inh
CC(C)(C)c1nnc(NC(=O)Nc2ccc(Cl)cc2)s1 is entered as 8, .
O=C(c1ccco1)N1CCN(C(c2ccc(F)cc2)c2nnnn2Cc2cccs2)CC1 (configuration not stated) is entered as 5, 86

The list goes on:
SMILES | HePTP inh | BAP1 inh
COC(=O)c1ccc(C2Nc3ccccc3-c3nnc(SC)nc3O2)cc1 (configuration not stated) | -15 | .
Cc1ccc(S(=O)(=O)Nc2ccc3c(c2)nc2n3CCN(Cc3ccccc3)C2)cc1 | 6 | 51
COc1cccc(-n2c(O)c(C=NCC3CCCO3)c(=O)[nH]c2=O)c1 (configuration not stated) | -14 | .
CCOC(=O)N1CCN(C(=O)CN2C(=O)c3ccccc3C2=O)CC1 | -18 | .
Cc1cc(C)n(C(CC(=O)N2CCc3ccccc3C2)C(=O)O)n1 (configuration not stated) | -6 | 89
COC(=O)c1ccc(COc2ncnc3c(Cl)cc(Cl)cc23)o1 | -2 | 94
CCOC(=O)c1c(C)c(C(=O)NCCN2CCOCC2)c(C)n1C | -8 | 103
Cc1[nH]nc2c1C(=O)CC(C)(C)C2 | 8 | 96
COc1ccc(NC2=C(Cl)C(=O)N(c3ccc(C)cc3C)C2=O)cc1 | -14 | .
C=CCNc1nc2ccccn2c(=O)c1/C=C1\SC(=S)N(CCc2ccccc2)C1=O | 4 | .
CC(C)(CN1CCOCC1)NS(=O)(=O)c1ccc(Cl)cc1 | 2 | .
C=CCNC(=O)CN(c1ccc(C)cc1)S(=O)(=O)c1ccc(OCC)cc1 | 6 | .
CCN(CC)CCOC(=O)c1ccc(NC(=O)CCNC(=O)Cn2ccc3ccccc3c2=O)cc1 | -1 | 100
Cc1sc(NC(=O)c2sc3ccccc3c2Cl)c(C(N)=O)c1C | 10 | .

Screening data deposited in PubChem BioAssay by several laboratories.
